# Growth percent in the NCI-60 one-dose screen (48 h, 10 µM unless noted): 100 = growth as untreated, 0 = no growth, -100 = all killed.
# RXF 393: RXF 393 renal cancer cells. 77,000 tested, 6.9% active. AID 1794773
# 786-0: 786-0 renal cancer cells | 81,000 tested, 5.1% active
# IGROV1: IGROV1 ovarian cancer; 79,000 tested, 4.7% active
# TK-10: TK-10 renal cancer cells. 81,000 tested, 3.9% active. AID 1794769
# SK-OV-3: SK-OV-3 ovarian cancer cells; 80,000 tested, 3.2% active
# SN12C: SN12C renal cancer cells; AID 1794767; 81,000 tested, 3.8% active
# ACHN: ACHN renal cancer. AID 1794771. 81,000 tested, 4.9% active
# UO-31: UO-31 renal cancer; 81,000 tested, 5.2% active; AID 1794768
# Active calls of the source: *; . = no result given; & = joins results of further samples. Rule for the calls: active = growth percent below 10; inactive = the rest.
SMILES,RXF 393,786-0,IGROV1,TK-10,SK-OV-3,SN12C,ACHN,UO-31
CCCCCC(=O)C(C)C1(C(=O)OC)NC(=S)NC(=O)C1C#N (centres undefined),114,101,111,112,110,104,111,89
CCCC(CCC)NCC(C)O (centres undefined),131,109,82,117,107,102,108,86
C[C@@H]1CCCCCCCCC[C@H](O)C(=O)C[C@@H](SC[C@@H](O)C(=O)O)C(=O)O1,112,86,115,95,104,94,97,87
COC(=O)c1cc(-c2ccc(OC)cc2)[nH]c(=O)c1C#N,105,93,109,95,106,100,101,.
CC(=O)OCC1OC(OC(C)=O)C(NC(=O)NS(=O)(=O)c2ccc(CCNC(=O)c3ccc(Cl)cc3Cl)cc2)C(OC(C)=O)C1OC(C)=O (centres undefined),103,106,107,118,120,99,103,82
COc1cc(-c2nc(-c3ccccc3)[nH]c2-c2ccnc(NCCCNS(=O)(=O)c3ccccc3)n2)ccc1Cl,98,98,101,135,125,92,84,84
CCOC(=O)/C=C\C(=O)O,112,108,102,102,100,100,103,83
CC(C)(C)c1ccc(S(=O)(=O)N[C@H]2CC[C@H]3[C@@H]4CCc5cc(OS(=O)(=O)O)ccc5[C@H]4CC[C@]23C)cc1,9.1*,50,41,.,82,27,33,17
CC1(C)C(=O)/C(=C\c2cc(C(F)(F)F)cc(C(F)(F)F)c2)C[C@]2(C)[C@H]3CC[C@@H]4[C@@H](C(=O)/C=C\c5cc(C(F)(F)F)cc(C(F)(F)F)c5)CC[C@@]4(C)[C@]3(C)CC[C@@H]12,107,102,103,106,108,97,95,81
COc1ccc(-c2c(NC(=O)Nc3ccc(S(=O)(=O)Nc4nccs4)cc3)cnn2-c2ccc(S(N)(=O)=O)cc2)cc1,115,101,106,87,103,98,103,90
COc1ccc(Oc2ccc(/C=C/C(=O)c3cc(OC)c(OC)c(OC)c3)cc2)cc1,98,109,93,106,111,95,99,76
CCCCCCCCCCCCCCCCCCCCCCCCCC(=O)OCCCCCCCCCCCCCC,111,109,101,121,101,106,107,72
CCc1noc2cc(-c3ccccc3)n(C)c(=O)c12,94,100,113,105,102,96,102,96
CCOC(=O)C(NC(C)=O)/C(C)=N\Nc1ccccc1 (centres undefined),90,107,90,122,95,97,102,91
Cc1ccc(S(=O)(=O)NN=C(c2ccccc2)c2ccccc2)cc1,102,97,103,102,116,84,96,87
O=[N+]([O-])c1ccc(N=Nc2c(S(=O)(=O)O)cc3cc(S(=O)(=O)O)ccc3c2O)c([N+](=O)[O-])c1,96,116,92,105,102,93,106,70
CCCCc1cn(CC(=O)Nc2nc3ccccc3s2)nn1,116,104,96,106,111,100,102,67
CCN(CC)CCCC(C)NC(=O)Nc1cc(OC)cc2cccnc12 (centres undefined),115,92,110,112,100,122,96,61
Cc1ccc(C(=O)C(c2c[nH]c3ccccc23)c2c[nH]c3ccccc23)cc1,34,32,36,111,94,-13*,18,26
Cc1nc(-c2ccccc2)sc1CC#N,118,104,102,79,108,103,102,106
O=c1[nH]cc(F)c(=S)[nH]1,113,100,93,89,105,96,105,90
Clc1cc(Cl)c(Cl)c(-c2nnc(-c3cccc(Cl)c3Cl)o2)c1,86,90,79,102,72,100,102,89
CC(=O)c1cc(C)oc1C,.,108,94,.,108,105,91,92
COc1ccc(-n2nc(C)c3c2N(C)C2(C)C[C@@H]4C3(C)[C@@H]3CC4(C2)N(C)c2c(c(C)nn2-c2ccc(OC)cc2)[C@H]3C)cc1 (some centres undefined),97,98,109,.,80,69,79,69
NS(=O)(=O)c1ccc(NC(=O)Nc2nnc(-c3ccc(Cl)cc3)s2)cc1,109,104,108,117,117,112,107,96
CCOC(=O)C1C(=O)N(c2ccccc2CC)C(=O)C(C#N)=C1c1ccc(Cl)cc1 (centres undefined),99,99,101,103,99,88,93,74
O=C(N=Nc1c(O)[nH]c2ccccc12)c1oc2ccccc2c1CN1CCN(c2ccccc2)CC1,-68*,-83*,-5.9*,-45*,.,11,-85*,-52*
O=C(O)C(C1CCCCC1)C1(O)CCCC1 (centres undefined),106,109,121,99,108,84,103,89
Cc1nc2sc(C(=O)Nc3cccc(Br)c3)c(N)c2cc1C(=O)c1ccc(C(F)(F)F)cc1,.,86,74,91,92,71,50,86
CCN1CCN(C(=O)[C@@]2(C)CC[C@]3(C)CC[C@]4(C)C(=CC(=O)[C@@H]5[C@@]6(C)CC[C@H](OCCC#N)C(C)(C)[C@@H]6CC[C@]54C)[C@@H]3C2)CC1,85,51,96,93,99,83,98,70
COc1cc2ncnc(Nc3cc(=O)[nH]c(SC)n3)c2cc1OC,101,98,92,99,105,105,105,78
Nc1cccc(C(=O)O)c1C(=O)O,103&112,101&108,80&155,97&110,99&106,94&103,103&108,73&95
COc1cccc2c1nc1nc3ccc[nH]c3cc12,103,92,76,129,115,93,98,82
c1ccc2c(c1)-c1nc3ccccc3cc1C2N1CCCCC1 (centres undefined),115,96,103,112,106,93,93,89
Clc1ccc(Cc2nc3ccccc3[nH]2)cc1,104,104,95,106,110,91,98,75
CCN(CC)CC(O)c1cc(-c2ccc(Cl)cc2)nc2c(C)c(Cl)ccc12 (centres undefined),-86*,-96*,-85*,-93*,29,-86*,-93*,-79*
CC(=O)O[C@H]1CC[C@]2(C)[C@H]3C(=O)C=C4[C@@H]5C[C@](C)(C(=O)N6CCCNCC6)CC[C@]5(C)CC[C@@]4(C)[C@]3(C)CC[C@H]2C1(C)C,-89*,-72*,-81*,-14*,71,-82*,-100*,-86*
COc1ccc(OCc2ccccc2)cc1,103,92,98,90,111,96,101,85
Cc1nc2ncnc(Cl)c2[nH]1,112,105,106,94,105,100,109,88
CC(C)(Cl)C(=O)Oc1c(Cl)cc(Cl)cc1Cl,102,106,97,110,95,88,100,94
CC(C)=CCCC1=C2[C@H](C[C@@]3(C)[C@H]2C/C(=N\O)[C@H]2[C@@]4(C)CC/C(=N\O)[C@@H](C)[C@@H]4CC[C@@]23C)OC1=O,100,96,107,107,117,94,97,77
CC1(C)CCC(=S)N1,116,106,102,105,118,95,99,77
O=C(O)c1ccc(-c2nn(-c3ccc(C(F)(F)F)cc3)cc2CNc2ccc(Br)cc2)cc1,77,91,74,102,107,66,64,51
CCCCC1(CC)COC(c2ccccc2)OC1 (centres undefined),119,114,137,108,114,112,112,100
C=C(C)[C@@H]1CC[C@]2(COC3CCCCO3)CC[C@]3(C)[C@H](CC[C@@H]4[C@@]5(C)C=C(C=O)C(=O)C(C)(C)[C@@H]5CC[C@]43C)[C@@H]12 (some centres undefined),-86*,-86*,-65*,-83*,-40*,-49*,-59*,-87*
CC(=O)OCC(=O)[C@@]1(O)CC[C@H]2[C@@H]3CC=C4C=C(OCc5ccccc5)CC[C@]4(C)[C@H]3C(=O)C[C@@]21C,121,107,124,116,112,109,119,81
CC(C)(C)c1nc(N)c2c(Nc3ccc(Cl)cc3)[nH]nc2n1,109,94,110,102,.,93,93,97
O=C(NO)c1ccc(Cn2ccc3c(NCc4ccccc4)ncnc32)cc1,.,23,-40*,-7.3*,-30*,14,0.2*,4.3*
C#CCN[C@@H]1CCc2ccccc21,98&115,102&101,107&110,97&91,107&103,103&100,110&98,88&82
CCOC(=O)c1c(C(=O)OC)c(C(=O)OC)c2ccc3c4ccccc4ccc3n12,118,96,111,97,102,107,112,80
N#Cc1cc([C@@H]2Nc3ccc4[nH]ccc4c3[C@H]3C4CCC(C4)[C@@H]23)ccc1F (some centres undefined),106,101,91,95,106,89,97,66
Nc1c(N[C@H]2C=C[C@@H](CO)C2)c(=O)c1=O,143,106,96,115,112,105,103,85
NNC(=O)c1ccc(Br)cc1,117,108,157,115,108,102,101,103
Clc1ccc(/C=N\N=c2\scc(-c3ccc(Cl)cc3)n2/N=C/c2ccc(Cl)cc2)cc1,108,98,103,92,102,102,106,96
N#Cc1c(Oc2ccccc2Cl)nc2sc3cccc(Cl)c3n2c1=N,127,.,102,127,.,105,96,70
CN(C)/C=C1\Sc2ccc3nsnc3c2N(C)C1=O,108,101,79,105,85,93,96,80
COc1ccc2[nH]cc(-c3cc4nc(-c5cn(C)c6ncccc56)cc(N)n4n3)c2c1,-62*,-90*,-62*,78,103,26,7.7*,12
Nc1cc(C(=O)c2ccccc2C(=O)O)ccc1Cl,134,104,110,110,110,107,106,89
O=S(=O)(Nc1ccc(NS(=O)(=O)c2ccccc2)c(Cl)c1)c1ccccc1,108,103,99,100,104,102,105,89
CCOC(=O)N1CCN(CCCCCOc2ccccc2N)CC1,95,102,103,112,104,96,98,66

# 20 consecutive compounds out of the list so far, for reference:
SMILES,RXF 393,786-0,IGROV1,TK-10,SK-OV-3,SN12C,ACHN,UO-31
CC(C)=CCCC1=C2[C@H](C[C@@]3(C)[C@H]2C/C(=N\O)[C@H]2[C@@]4(C)CC/C(=N\O)[C@@H](C)[C@@H]4CC[C@@]23C)OC1=O,100,96,107,107,117,94,97,77
CC1(C)CCC(=S)N1,116,106,102,105,118,95,99,77
O=C(O)c1ccc(-c2nn(-c3ccc(C(F)(F)F)cc3)cc2CNc2ccc(Br)cc2)cc1,77,91,74,102,107,66,64,51
CCCCC1(CC)COC(c2ccccc2)OC1 (centres undefined),119,114,137,108,114,112,112,100
C=C(C)[C@@H]1CC[C@]2(COC3CCCCO3)CC[C@]3(C)[C@H](CC[C@@H]4[C@@]5(C)C=C(C=O)C(=O)C(C)(C)[C@@H]5CC[C@]43C)[C@@H]12 (some centres undefined),-86*,-86*,-65*,-83*,-40*,-49*,-59*,-87*
CC(=O)OCC(=O)[C@@]1(O)CC[C@H]2[C@@H]3CC=C4C=C(OCc5ccccc5)CC[C@]4(C)[C@H]3C(=O)C[C@@]21C,121,107,124,116,112,109,119,81
CC(C)(C)c1nc(N)c2c(Nc3ccc(Cl)cc3)[nH]nc2n1,109,94,110,102,.,93,93,97
O=C(NO)c1ccc(Cn2ccc3c(NCc4ccccc4)ncnc32)cc1,.,23,-40*,-7.3*,-30*,14,0.2*,4.3*
C#CCN[C@@H]1CCc2ccccc21,98&115,102&101,107&110,97&91,107&103,103&100,110&98,88&82
CCOC(=O)c1c(C(=O)OC)c(C(=O)OC)c2ccc3c4ccccc4ccc3n12,118,96,111,97,102,107,112,80
N#Cc1cc([C@@H]2Nc3ccc4[nH]ccc4c3[C@H]3C4CCC(C4)[C@@H]23)ccc1F (some centres undefined),106,101,91,95,106,89,97,66
Nc1c(N[C@H]2C=C[C@@H](CO)C2)c(=O)c1=O,143,106,96,115,112,105,103,85
NNC(=O)c1ccc(Br)cc1,117,108,157,115,108,102,101,103
Clc1ccc(/C=N\N=c2\scc(-c3ccc(Cl)cc3)n2/N=C/c2ccc(Cl)cc2)cc1,108,98,103,92,102,102,106,96
N#Cc1c(Oc2ccccc2Cl)nc2sc3cccc(Cl)c3n2c1=N,127,.,102,127,.,105,96,70
CN(C)/C=C1\Sc2ccc3nsnc3c2N(C)C1=O,108,101,79,105,85,93,96,80
COc1ccc2[nH]cc(-c3cc4nc(-c5cn(C)c6ncccc56)cc(N)n4n3)c2c1,-62*,-90*,-62*,78,103,26,7.7*,12
Nc1cc(C(=O)c2ccccc2C(=O)O)ccc1Cl,134,104,110,110,110,107,106,89
O=S(=O)(Nc1ccc(NS(=O)(=O)c2ccccc2)c(Cl)c1)c1ccccc1,108,103,99,100,104,102,105,89
CCOC(=O)N1CCN(CCCCCOc2ccccc2N)CC1,95,102,103,112,104,96,98,66

# Following part.
SMILES,RXF 393,786-0,IGROV1,TK-10,SK-OV-3,SN12C,ACHN,UO-31
O=[N+]([O-])c1ccc(/C=C/c2ccc([N+](=O)[O-])cc2)cc1,88,86,86,100,105,91,103,72
CCCn1ccnc1C(O)c1ccc(OCc2ccccc2)c(OC)c1 (centres undefined),112,97,97,78,88,92,94,64
CC(=O)c1ccc2ccccc2c1OC(=O)c1ccncc1,93,93,91,103,104,95,96,87
N#Cc1c(C(F)(F)F)cc(NCc2ccccn2)n2c1nc1ccccc12,122,91,106,94,97,89,93,80
COC(=O)C(=[N+]=[N-])C(=O)c1ccccc1,104,96,106,.,75,99,111,102
COc1cc(/C=C/c2nc(Nc3ccc(S(=O)(=O)Nc4cc(C)on4)cc3)c3ccccc3n2)ccc1O,.,94,60,93,86,61,84,58
CNc1ncnc2c1ncn2-c1ccccc1,112,105,106,105,106,95,100,87
COc1ccccc1NC(=O)N/C(N)=N/c1nc2ccccc2s1,4.1*,40,22,59,40,37,42,53
O=[N+]([O-])c1ccc2cn(C3OC(CO)C(O)C3O)nc2c1 (centres undefined),104,96,114,118,103,98,104,96
CC(C)(O)c1ccccc1-c1ccccc1,119,104,114,94,106,98,105,95
O=C1OCC2=C1C(c1cccc(Cl)c1)c1cc3c(cc1N2CCO)CCC3 (centres undefined),34,18,16,57,24,21,26,19
Nc1ccccc1C1CCCCC1,97,98,104,106,106,113,102,86
